Akt phos inh: blocks phosphorylation of Akt; activity change, % for hits at 50 µM; actives 0.32% (n = 360,000); Neuro2A IGF-stimulated pAkt S473 HTRF, 20 min; hits give low values; in the data active = activity change below about -80%; inconclusive = mostly about -51% to -80%; note: % is set by controls: 0 for no effect and ±100 for the full control effect
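Neuro2A cells (4,500/well, DMEM with 0.5% FBS) were treated with compound at a single 50 µM final concentration, stimulated with 6 nM IGF for 20 min at 37 °C, and lysed. Phospho-Akt Ser473 was read by HTRF as 665/615 ratio ×10^4.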
EPAC2 agonist: EPAC2 (human) agonism; actives 0.079% (n = 360,000); Potency, µM (top dose mostly 154 µM), for inactives: at the highest dose activation, hits mostly activators; EPAC2 activation, biochemical qHTS; response scale: 100% = 6.5 mM cAMP response; note: potency is the fitted concentration of half-maximal effect; nearly all actives have a fitted effect of over 50% in size
Target sequence (Q8WZA2 whole entry, looked up): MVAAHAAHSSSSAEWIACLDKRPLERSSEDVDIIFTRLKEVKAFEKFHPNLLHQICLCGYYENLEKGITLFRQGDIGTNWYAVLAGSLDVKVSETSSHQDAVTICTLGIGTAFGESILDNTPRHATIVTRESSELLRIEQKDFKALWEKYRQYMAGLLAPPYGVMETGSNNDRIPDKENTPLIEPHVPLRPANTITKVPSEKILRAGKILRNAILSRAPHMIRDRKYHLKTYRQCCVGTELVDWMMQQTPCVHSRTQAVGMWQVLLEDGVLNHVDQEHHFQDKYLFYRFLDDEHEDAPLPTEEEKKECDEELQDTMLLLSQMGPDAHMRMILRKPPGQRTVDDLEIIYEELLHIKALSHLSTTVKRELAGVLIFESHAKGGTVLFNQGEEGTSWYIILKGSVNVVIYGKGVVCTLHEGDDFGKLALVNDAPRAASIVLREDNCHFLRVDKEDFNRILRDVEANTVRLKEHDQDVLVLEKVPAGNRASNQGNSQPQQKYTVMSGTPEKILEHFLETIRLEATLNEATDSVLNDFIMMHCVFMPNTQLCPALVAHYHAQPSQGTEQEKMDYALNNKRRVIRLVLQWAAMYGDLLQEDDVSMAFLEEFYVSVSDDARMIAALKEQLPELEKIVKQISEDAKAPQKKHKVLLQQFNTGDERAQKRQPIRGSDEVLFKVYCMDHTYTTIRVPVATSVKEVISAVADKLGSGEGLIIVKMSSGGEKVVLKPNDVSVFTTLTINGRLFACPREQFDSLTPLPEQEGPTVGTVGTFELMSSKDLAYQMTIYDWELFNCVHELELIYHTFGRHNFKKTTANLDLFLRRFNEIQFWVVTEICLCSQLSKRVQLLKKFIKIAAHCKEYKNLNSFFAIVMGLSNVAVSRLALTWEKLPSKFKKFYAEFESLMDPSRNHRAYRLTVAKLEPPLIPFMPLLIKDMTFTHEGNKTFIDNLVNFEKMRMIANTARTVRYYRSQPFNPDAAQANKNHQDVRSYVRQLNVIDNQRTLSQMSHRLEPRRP
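Compounds were titrated in qHTS against a Rap1B-BODIPY-GDP (250 nM) complex with EPAC2 (100 nM) and GDP (50 uM). BODIPY-GDP release tracked at 480/540 nm over 30 min at room temperature, normalized to 6.5 mM cAMP.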
Nrf2 activator: Nrf2 pathway activation | Potency, µM (doses to about 46.1 µM), without a hit: at the highest dose activation, usual class: activators | actives 0.31% (n = 410,000) | AREc32 ARE-luciferase reporter (MCF7-derived line), luminescence, 24 h; note: potency is the fitted concentration of half-maximal effect; % of control where 0% means no effect; nearly all actives have a fitted effect of over 65% in size
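AREc32 cells carrying an ARE-driven firefly luciferase reporter were seeded at 1000 cells/well in OPTI-MEM with 5% FBS, then exposed to compound for 24 hr at 37 deg C. Luminescence was read with Steady-Glo after 30 min at RT.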
Mm-Cpn inhibitor: blocks the Methanococcus maripaludis chaperonin Mm-Cpn; actives 0.031% (n = 330,000); AID 504842; purified Mm-Cpn ATPase, ADP Transcreener TR-FRET; Potency, µM (doses to about 76.9 µM), for inactives: at the highest dose activity, negative = inhibition, hits mostly inhibitors; note: potency is the fitted concentration of half-maximal effect; % is set by controls: 0 for no effect and ±100 for the full control effect; nearly all actives have a fitted effect of over 80% in size
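25 nM Mm-CPN + cpd, 10 min 37°C; + 10 uM ATP, 30 min 37°C; buffer 30 mM Tris pH 7.4, 100 mM KCl, 5 mM MgCl2, 1 mM DTT; Transcreener ADP HTRF detection 30 min RT.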
A549 viability: kills or reduces viability of A549 cells in Nrf2 counter-screen; A549 ARE-Fluc cells, CellTiter-Fluor viability, 18-24 h; Potency, µM (highest dose often 46 µM), without a hit: at the top dose activity change, negative = cytotoxicity, usual class: inhibitors; actives 0.16% (n = 390,000); note: potency is the fitted concentration of half-maximal effect; % is set by controls: 0 for no effect and ±100 for the full control effect
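A549 ARE_Fluc cells in 5% FBS OPTI-MEM were exposed to compounds in concentration-response for 18-24 h at 37 deg C. Viability was read by CellTiter-Fluor fluorescence (Ex 405/Em 525) after 30 min, before the luciferase read.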
TGFb inhibitor: inhibitors of TGF-b signaling. AID 588855. HepG2 CAGA-GFP TGF-b/SMAD3 reporter, GFP fluorescence, 18 h; TGF-beta stimulated, 500 pg/mL final. Potency, µM (doses to about 46.1 µM), inactives show at the highest dose activity, negative = inhibition, usual class: inhibitors. actives 1.2% (n = 410,000); note: potency is the fitted concentration of half-maximal effect; % is set by controls: 0 for no effect and ±100 for the full control effect; nearly all actives have a fitted effect of over 65% in size
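HEPG2 CAGA-GFP, 1000 cells/well; 2 h settle, 37 C; cpd via pin tool; TGF-b 500 pg/mL final; 18 h, 37 C; GFP imaging ex488/em500-530; %Activity normalised to -TGF-b and +DMSO controls; CRC fit, curve class.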
EPAC2 antagonist: blocks human EPAC2 exchange factor. actives 0.18% (n = 360,000). Potency, µM (highest dose often 114 µM), without a hit: at the top dose activity, negative = inhibition, hits mostly inhibitors. AID 720708. EPAC2 GEF exchange of Rap1B-BODIPY-GDP, fluorescence; note: potency is the fitted concentration of half-maximal effect; % is set by controls: 0 for no effect and ±100 for the full control effect; nearly all actives have a fitted effect of over 45% in size; many of its hits are not listed in these tables
CCT modulator: changes cytosolic chaperonin activity; activity change, % (test concentration not listed), hits read low; purified chaperonin ATPase assay, HTRF ADP detection, 30 min; AID 651819; actives 0.3% (n = 360,000); in the data active = activity change below about -30%; note: % is set by controls: 0 for no effect and ±100 for the full control effect
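ATPase activity: ADP formed was measured by HTRF Transcreener (665/615 nm ratio) after 30 min at 37 deg C with 10 uM ATP. Compounds screened at one 76 uM concentration against 40 or 20 nM TRiC in Tris pH 7.4/KCl/MgCl2/DTT buffer.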
Nrf2 block: blocks Nrf2 signaling | AID 504444 | actives 2.1% (n = 360,000) | A549 ARE-Fluc reporter, luciferase luminescence, 18-24 h | Potency, µM (top dose mostly 46 µM), without a hit: top-dose activity change, negative = inhibition, hits mostly inhibitors; note: potency is the fitted concentration of half-maximal effect; % is set by controls: 0 for no effect and ±100 for the full control effect; nearly all actives have a fitted effect of over 60% in size
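Quantitative HTS in A549 cells stably bearing an antioxidant response element-firefly luciferase construct. Inhibition of Nrf2-driven transcription was scored by luminescence after 18-24 h of compound exposure at 37 °C.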
Active calls of the source: *; i = inactive; ? = inconclusive; / = no result given; [ ] = remark or other dose. Unless noted, calls come from the whole dose curve; as a rule, active = well fitted curve in the direction sought with a large enough effect; inconclusive = small, poorly fitted or top-dose-only effect, or another doubt; inactive = no such curve, though single readings can be large; an effect the other way counts as inactive or inconclusive. Only part of the results is shown. The share of hits here may be higher or lower than overall.

(1) COCCN1C(=O)c2oc3ccccc3c(=O)c2C1c1ccc(O)c(OC)c1 (configuration not stated)
(2) CCOc1ccc(N2C(=O)c3ccccc3NC2(C)CC)cc1 (configuration not stated)
(3) N#Cc1ccc(OCC(=O)Nc2nc(-c3cccnc3)cs2)cc1
(4) O=C(Nc1ccc2c(c1)OCO2)N1CCN(S(=O)(=O)c2ccc(Cl)cc2)CC1
(5) COC(=O)Cc1cc(=O)n2[nH]c(SC)nc2n1
(6) CSc1ccccc1OCc1cc(C(=O)N2CCc3sccc3C2)no1
(7) CCN(CC)CCOc1ccc(-c2c(C)c3c(ccc4ccccc43)oc2=O)cc1
(8) Cc1ccc(S(=O)(=O)N(Cc2cc3ccc(C)cc3[nH]c2=O)c2ccccc2)cc1

compound no.	1	2	3	4	5	6	7	8
Akt phos inh	i	i	i	i	i	i	i	i
EPAC2 agonist	2%	6%	2%	8%	5%	4%	10%	3%
Nrf2 activator	0.7%	0.8%	0.0%	3.2%	-0.2%	-0.4%	-0.1%	0.0%
EPAC2 antagonist	-11%	3%	2%	13%	9%	1%	-1%	12%
TGFb inhibitor	4%	2%	-1%	-25%	11%	-1%	16%	?
Nrf2 block	-12%	?	25%	?	-2%	-3%	/	2%
A549 viability	-10%	9%	-3%	9%	2%	0%	/	-7%
Mm-Cpn inhibitor	-1%	-29%	1%	1%	0%	2%	/	1%
CCT modulator	-0.9	0.7	1.1	-1.1	-2.9	1.0	-2.3	-1.0

(9) CCC(C)(C)NC(=O)C(c1ccccc1Cl)N(Cc1cccnc1)C(=O)CCC(=O)Nc1cc(C)on1 (configuration not stated)
(10) CCC1=NN(C(=O)C(=O)Nc2ccc(OC)cc2)C(O)(C(F)(F)F)C1 (configuration not stated)
(11) CC(C)CC(=O)Nc1ccc(C(=O)CN2CCN(c3ccc(O)cc3)CC2)cc1
(12) CC1CN(/C(=N\S(=O)(=O)c2ccccc2)c2ccccc2)CC(C)O1 (configuration not stated)
(13) COc1ccc(C2CC(=O)C=C(NC3CCCC3)C2)cc1 (configuration not stated)
(14) Cc1n[nH]c(=O)c2c(NC(=O)CSc3nn(-c4ccccc4)c(=S)s3)oc(C)c12
(15) CC(=O)CCc1ccc(OCC(O)CNCCOc2ccc(C)cc2)cc1 (configuration not stated)
(16) CCOC(=O)C1=C(CC)Nc2ccccc2N=C1NC(=O)c1ccc(S(=O)(=O)N2CCOCC2)cc1

compound no.	9	10	11	12	13	14	15	16
Akt phos inh	i	i	i	i	i	i	i	i
EPAC2 agonist	-1%	4%	-1%	1%	16%	13%	5%	3%
Nrf2 activator	-0.3%	-0.4%	0.0%	-0.8%	1.9%	2.6%	0.5%	-0.3%
EPAC2 antagonist	1%	1%	-2%	-13%	-8%	5%	6%	2%
TGFb inhibitor	-6%	?	-4%	-16%	-10%	?	21%	41%[activator]
Nrf2 block	8%	?	-10%	1%	-3%	14%	13%	1%
A549 viability	0%	?	-2%	0%	0%	-2%	-1%	-5%
Mm-Cpn inhibitor	2%	5%	-5%	0%	2%	-3%	-1%	-6%
CCT modulator	1.7	-1.4	-1.1	-1.1	1.1	4.1	1.5	-0.5

Three compounds out of the list, ordered by heavy-atom count, high to low.
(9) CCC(C)(C)NC(=O)C(c1ccccc1Cl)N(Cc1cccnc1)C(=O)CCC(=O)Nc1cc(C)on1 (configuration not stated)
(15) CC(=O)CCc1ccc(OCC(O)CNCCOc2ccc(C)cc2)cc1 (configuration not stated)
(12) CC1CN(/C(=N\S(=O)(=O)c2ccccc2)c2ccccc2)CC(C)O1 (configuration not stated)

compound no.	9	15	12
Akt phos inh	i	i	i
EPAC2 agonist	-1%	5%	1%
Nrf2 activator	-0.3%	0.5%	-0.8%
EPAC2 antagonist	1%	6%	-13%
TGFb inhibitor	-6%	21%	-16%
Nrf2 block	8%	13%	1%
A549 viability	0%	-1%	0%
Mm-Cpn inhibitor	2%	-1%	0%
CCT modulator	1.7	1.5	-1.1

Individual results from the list:
entry 11 in A549 viability → -2%
entry 15 in A549 viability → -1%
entry 12 in EPAC2 agonist → 1%

(continued)
(17) COc1ccccc1CNC(=O)C1CCCC1
(18) CCOC(=O)N1CCC(NC(=O)c2ccc3c(=O)n4c(nc3c2)CCCC4)CC1
(19) COc1ccccc1OCCNC(=O)CN1C(=O)NC2(CCCC2)C1=O
(20) NC(=O)C1CCN(C(=O)c2cc(Cl)c3c(c2)OCCO3)CC1
(21) Cc1cc(C)nc(/N=C(\N)Nc2ccc(SC(F)F)cc2)n1
(22) OCCN(CCO)CC(O)CN1c2ccccc2Sc2ccccc21 (configuration not stated)
(23) Cc1cc(C)c2c(-n3cccc3)c(C(=O)NCCc3ccccc3)sc2n1
(24) CS(=O)(=O)c1cnc2c(S(=O)(=O)c3ccccc3)cnn2c1N

compound no.	17	18	19	20	21	22	23	24
Akt phos inh	i	i	i	i	i	i	/	i
EPAC2 agonist	-7%	-13%	-7%	-2%	-2%	1%	/	8%
Nrf2 activator	-0.4%	0.1%	-0.2%	0.2%	-0.3%	0.0%	0.2%	-0.5%
EPAC2 antagonist	1%	0%	8%	15%	7%	29%	/	-3%
TGFb inhibitor	-25%	-6%	-12%	15%	8.9µM*	9%	0%	2%
Nrf2 block	0%	6%	-1%	-5%	-15%	-26%	0%	?
A549 viability	1%	5%	1%	2%	0%	-16%	11%	3%
Mm-Cpn inhibitor	1%	-1%	4%	0%	0%	-1%	/	-1%
CCT modulator	0.4	1.6	-0.3	-4.1	-0.6	2.6	/	-0.3

(25) CCc1nc2c(OCC(=O)C(C)(C)C)cccn2c1N(C)C(=O)CC(C)C
(26) COc1ccccc1NC1=NC(c2ccc(Cl)cc2)N=C(N)N1 (configuration not stated)
(27) Cc1ccc(NC(=O)c2ccc(NS(=O)(=O)c3ccc4[nH]c(=O)[nH]c4c3)cc2)nc1
(28) CCN(C(=O)CSc1n[nH]c(N)n1)C1CCCCC1
(29) CC(C)(C)C(=O)CSc1ncccn1
(30) COC(=O)C(CC(C)C)Oc1ccc2c(C)cc(=O)oc2c1 (configuration not stated)
(31) COc1ccc(S(=O)(=O)N(Cc2nc(-c3ccc(Cl)cc3)no2)C2CCCCC2)cc1
(32) Cc1cc(N2CCN(C)CC2)nc2ccc(NC(=S)NCc3cccs3)cc12

compound no.	25	26	27	28	29	30	31	32
Akt phos inh	i	i	i	i	i	i	/	i
EPAC2 agonist	6%	-6%	12%	2%	1%	0%	/	-3%
Nrf2 activator	-0.7%[9.22 µM]	-0.6%	-0.3%	-0.1%	-0.1%	0.1%	4.6%	12%
EPAC2 antagonist	11%	1%	-10%	14%	-3%	-1%	/	-3%
TGFb inhibitor	22%	-1%	2%	7%	25%	9%	?	9%
Nrf2 block	/	-3%	1%	-2%	-1%	1%	1%	-20%
A549 viability	/	-15%	-7%	14%	1%	-2%	10%	-11%
Mm-Cpn inhibitor	/	6%	2%	-4%	-7%	1%	/	1%
CCT modulator	0.2	-1.5	-3.1	-2.0	1.3	-2.9	/	-0.5

(33) CC(C)(C)c1cc(/C=N/NC(=O)Cc2nc3ccccc3[nH]2)cc(C(C)(C)C)c1O
(34) CCCOc1ccc(-c2nonc2NC(=O)c2oc3ccc(C)cc3c2C)cc1OCCC
(35) CC(OC(=O)CC1CC2CCC1C2)C(=O)Nc1ccc(N2CCOCC2)cc1 (configuration not stated)
(36) COC(=O)c1ccccc1C(=O)c1ccc2c(c1)NC(=O)CO2
(37) Cc1cc(C(=O)NNC(=O)CN2C(=O)NC3(CCCCC3)C2=O)c(C)o1
(38) CC(C)(C)n1nc2c(c1NC(=O)COc1ccc3ccccc3c1)CS(=O)(=O)C2
(39) Cc1cc(C(=O)COC(=O)c2cccc(O)c2)c(C)n1C1CC1
(40) O=C(Cc1cccs1)Nc1ccc(F)cc1F

compound no.	33	34	35	36	37	38	39	40
Akt phos inh	i	/	i	i	i	i	i	i
EPAC2 agonist	-14%	/	4%	2%	-2%	-2%	6%	1%
Nrf2 activator	0.1%	-0.6%	2.9%	0.1%	-0.4%	-1.1%	-2.2%	-0.8%[9.22 µM]
EPAC2 antagonist	-3%	/	-5%	6%	-7%	-2%	6%	-1%
TGFb inhibitor	?	0%	-12%	1%	17%	-3%	5%	-1%
Nrf2 block	6%	-10%	8%	7%	4%	/	13µM*	2%
A549 viability	-4%	2%	13%	-8%	-4%	0%	-1%	-1%
Mm-Cpn inhibitor	1%	/	1%	-1%	-24%	-1%	-2%	0%
CCT modulator	-1.9	/	0.9	-2.1	1.0	-3.0	-1.4	-3.9

(41) COc1ccc(CC(=O)Nc2nnc(C(C)(C)C)s2)cc1OC
(42) CCN1CCN(S(=O)(=O)c2cccc([N+](=O)[O-])c2)CC1
(43) CCCn1nnc(NC(=O)/C=C/c2cc(Br)ccc2OC)n1
(44) CCOC(=O)C1CCCN(c2c(NCC3CCCN3CC)c(=O)c2=O)C1 (configuration not stated)
(45) Nc1nc(SCc2ccccc2)c2ncn(Cc3ccccc3)c2n1

compound no.	41	42	43	44	45
Akt phos inh	i	/	i	i	i
EPAC2 agonist	-4%	-83%[15.6 µM]	10%	8%	12%
Nrf2 activator	5.7%	0.2%	0.5%	-0.3%	5.5%
EPAC2 antagonist	2%	10%	2%	3%	0%
TGFb inhibitor	-10%	-5%	-11%	-6%	-15%
Nrf2 block	9.2µM*	2%	-7%	4%	-26%
A549 viability	-24%	1%	-8%	1%	-6%
Mm-Cpn inhibitor	-2%	1%	-15%	-3%	/
CCT modulator	-0.5	-0.1	-4.3	-3.8	-0.5
